Scp-1 inhibitor: blocks human Scp-1 phosphatase activity. AID 493091. inhibition, % at 20 µM. 340,000 compounds, 0.88% hits. Q9GZU7. Recombinant Scp1, phosphopeptide, malachite green phosphate absorbance;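 active = inhibition above about 50% at 20 µM, limit read from the data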;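 note: plate controls were DMSO wells with enzyme for no effect and wells lacking enzyme for full effect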
Target sequence (Q9GZU7 76-261 limits assumed): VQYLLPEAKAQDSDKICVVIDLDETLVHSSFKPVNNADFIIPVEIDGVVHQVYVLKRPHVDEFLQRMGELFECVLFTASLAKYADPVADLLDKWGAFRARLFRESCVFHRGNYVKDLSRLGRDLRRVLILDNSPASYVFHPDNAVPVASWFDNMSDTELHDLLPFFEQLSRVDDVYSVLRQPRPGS
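Test system: SCP-1 phosphatase catalytic domain, residues 76-261; measured by: colorimetric phosphate reagent with accelerator and stabiliser, absorbance at 630 nm; timing: enzyme reaction 45 min at room temperature, colour 5 min, stabilisation 30 min; also added: Phosphorylated 17-residue peptide substrate; compound dosing: one concentration, 20 µM, with 1.0% DMSO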
DNMT1 block: blocks human DNA methyltransferase DNMT1 | P26358 | DNMT1 molecular beacon, Hinp1I cleavage, fluorescence | inhibition (reported as % activation of signal), % at 10 µM | 360,000 compounds, 0.83% hits; in the data active = inhibition above about 50%
Rin1 Abl inh: human Rin1-Abl interaction inhibition; inhibition, % at 7.35 µM; AID 588664; TR-FRET Rin1/Abl binding, biochemical; P00519+Q13671; 360,000 compounds, 0.4% hits; in the data active = inhibition above about 5%, passing the limit was not always enough
LMPTP block: blocks human LMPTP phosphatase; recombinant LMPTP-A, OMFP fluorogenic substrate, fluorescence intensity; inhibition, % at 20 µM; 360,000 compounds, 0.22% hits; AID 651560;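 active = compounds that cut the enzyme signal by at least half of the control window in the single-dose screen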;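 note: plate controls were DMSO wells with enzyme plus substrate for no effect and substrate without enzyme for full effect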
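Assay system: LMPTP-A enzyme. Input: 0.625 nM LMPTP-A final. Probe or stimulus: 400 µM OMFP. Compound dosing: single 20 µM dose. Schedule: 50 min dark incubation at room temperature. Detection: fluorescence intensity of OMFP turnover product. Read-out: percent inhibition versus substrate-only and uninhibited controls. Benchmarks: no-enzyme low control, uninhibited high control.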
Neddylation inh: cullin neddylation inhibition; P61081+Q13564; TR-FRET cullin neddylation, biochemical; calls only at 25 µM; 360,000 compounds, 0.58% hits; in the data active = inhibition above about 36%
Target sequence (P61081 whole entry, looked up): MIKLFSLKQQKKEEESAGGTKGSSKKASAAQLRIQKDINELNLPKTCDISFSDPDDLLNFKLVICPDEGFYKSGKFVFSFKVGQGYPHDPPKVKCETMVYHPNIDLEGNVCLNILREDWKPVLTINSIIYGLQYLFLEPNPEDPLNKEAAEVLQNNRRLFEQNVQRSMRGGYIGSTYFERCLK
Target sequence (Q13564 whole entry, looked up): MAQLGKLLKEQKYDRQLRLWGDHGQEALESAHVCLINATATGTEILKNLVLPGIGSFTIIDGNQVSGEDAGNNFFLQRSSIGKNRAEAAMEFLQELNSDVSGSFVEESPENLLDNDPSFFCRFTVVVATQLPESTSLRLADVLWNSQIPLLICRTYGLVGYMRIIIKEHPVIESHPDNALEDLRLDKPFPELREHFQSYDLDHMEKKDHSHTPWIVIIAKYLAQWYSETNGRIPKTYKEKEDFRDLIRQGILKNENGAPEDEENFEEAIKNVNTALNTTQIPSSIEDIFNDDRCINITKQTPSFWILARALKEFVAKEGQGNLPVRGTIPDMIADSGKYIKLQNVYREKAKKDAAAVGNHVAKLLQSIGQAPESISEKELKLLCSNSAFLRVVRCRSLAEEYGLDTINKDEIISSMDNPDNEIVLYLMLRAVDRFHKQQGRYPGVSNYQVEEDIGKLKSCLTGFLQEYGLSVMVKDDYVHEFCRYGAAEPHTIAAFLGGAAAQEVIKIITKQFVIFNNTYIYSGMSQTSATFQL
Rpn11 inh: Rpn11 (human) deubiquitinase inhibition | O00487 | calls only at 20 µM | 360,000 compounds, 0.59% hits | human 26S proteasome, Ub4-pepOG fluorescence polarization; 20S core pre-blocked with epoxomicin;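 active = inhibition at 20 µM, scaled to each plate's controls, above about 33%, limit read from the data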
NadD inh: blocks S. aureus nicotinate mononucleotide adenylyltransferase; AID 602399; inhibition, % at 20 µM; 360,000 compounds, 0.78% hits; purified NadD enzyme, colorimetric absorbance read-out; in the data active = inhibition above about 26%; note: some compounds past the cut are filed as inactive
STEP inh: blocks human striatal-enriched tyrosine phosphatase; 360,000 compounds, 0.25% hits; AID 588621; inhibition, % at 20 µM; recombinant STEP, OMFP fluorogenic substrate, fluorescence;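 active = inhibition at 20 µM, scaled per plate between control wells, above about 37%, limit read from the data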;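 note: 0% = DMSO with enzyme and substrate and 100% = substrate only without enzyme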
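System: STEP (striatal-enriched tyrosine phosphatase) enzyme, cell-free; medium: Bis-Tris pH 6.0 buffer with DTT, detergent; dosing: 20 µM, 1% DMSO; times: reaction 20 min, ambient temperature; detection: fluorescence, 480/540 nm; read-out basis: normalized % inhibition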
SUMO1-SIM PPI: SUMO1-SIM interaction modulation; P63165; SUMO1 binding to a labelled peptide, TR-FRET, 1 h; inhibition, % at 20 µM; 360,000 compounds, 0.33% hits; in the data active = inhibition above about 37%
Target sequence (P63165 whole entry, looked up): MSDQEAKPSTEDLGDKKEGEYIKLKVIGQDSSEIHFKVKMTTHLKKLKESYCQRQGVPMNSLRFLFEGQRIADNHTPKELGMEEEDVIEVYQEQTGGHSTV
CSN inh: inhibitors of human CSN-mediated cullin deneddylation; Q92905; Purified CSN, SCF-Nedd8-OG deneddylation, fluorescence polarization; inhibition, % at 12.5 µM; 360,000 compounds, 0.38% hits; AID 651999;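 active = pattern-corrected inhibition above about 35%, with an unprinted fluorescence ratio check between 0.5 and 1.5, limit read from the data, passing the limit was not always enough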;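 note: 0% = enzyme with substrate and 100% = substrate without enzyme; some results filed as inactive read as strong as hits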
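Assay system: HEK293T-derived human Csn5 enzyme; quantity: 0.24 nM enzyme; medium: Tris/NaCl/DTT buffer, pH 7.5; also added: substrate SCFSkp2-Nedd8OG, 10 nM; doses: 12.5 µM compound; schedule: 90 min reaction at room temperature; signal: FP; read-out: % inhibition of substrate cleavage by Csn5; benchmarks: substrate-only high control, full reaction low control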
An asterisk follows results filed as active; i = inactive; nt = no result given; + = active, no number.

SMILES	Scp-1 inhibitor	DNMT1 block	Rin1 Abl inh	LMPTP block	Neddylation inh	Rpn11 inh	NadD inh	STEP inh	SUMO1-SIM PPI	CSN inh
Cn1nc([N+](=O)[O-])nc1Oc1ccccc1C(=O)N1CCOCC1	-5	-1	3	-1.1	i	i	-3	0	0	-1
CC(=O)C1=C(C)N(Cc2ccccc2)C(=O)N[C@H]1c1cccs1	1	2	0	-0.6	i	i	-6	-1	-1	-6
N/C(=N\OC(=O)c1ccccc1Cl)c1ccccc1	-13	3	-2	1.9	i	i	-12	0	0	4
COC(=O)c1cc(OC(=O)c2ccc(=O)[nH]c2)cc(C(=O)OC)c1	28	6	2	0.9	i	i	-5	32	0	-4
CCN(CC)CCOC(=O)c1ccc(N/C=C(/C#N)c2nc(-c3ccc(OC)cc3)cs2)cc1	11	36	-3	4.5	+	+	32*	11	81*	137*
O=C(NC1CCOc2ccccc21)c1ccc(=O)[nH]c1 (stereo not given)	3	-1	3	-0.2	i	i	-4	-2	-2	5
COCCCn1c(=O)/c(=C\c2cccc(OC)c2OC)s/c1=C(/C#N)C(=O)Nc1ccc(C(=O)O)cc1	1	-4	1	5.5	i	+	22	0	-22	22
O=C(C1CC(=O)N(c2ccc3c(c2)OCCO3)C1)N1CCN(Cc2ccccc2)CC1 (stereo not given)	-5	-4	0	-0.5	i	i	3	1	8	4
O=C(NCc1ccco1)c1ccc2sc([C@@H]3O[C@H](CO)[C@@H](O)[C@H]3O)nc2c1	nt	0	-4	-0.3	i	i	0	2	1	2
O=C(NCc1ccc2c(c1)OCO2)c1ccc2c(=O)n(C3CCCC3)c(=O)[nH]c2c1	0	10	1	-1.3	i	i	2	1	-2	-5
Cn1cnc([N+](=O)[O-])c1Sc1ccc(C(C)(C)C)cc1	-7	5	3	0.7	i	i	0	1	-10	3
Fc1cccc(/C=N/n2c(C3CCCCC3)n[nH]c2=S)c1	-23	-1	2	3.8	i	i	-2	0	1	1
Cc1ccc(S(=O)(=O)NC(C)C(=O)Nc2ccc3c(c2)OCO3)cc1 (stereo not given)	-5	-2	0	0.3	i	i	1	2	-1	-2
O=C(CSc1ccccn1)Nc1ccc2[nH]c(=O)[nH]c2c1	-2	3	2	-0.7	i	i	-4	0	7	-8
Cc1ccc(N=C2C(=O)Nc3c(C)cccc32)cc1	-3	-3	-6	-0.1	i	i	-1	1	-33	-4

Marked active in NadD inh, among the entries above:
structure,Scp-1 inhibitor,DNMT1 block,Rin1 Abl inh,LMPTP block,Neddylation inh,Rpn11 inh,NadD inh,SUMO1-SIM PPI,CSN inh
CCN(CC)CCOC(=O)c1ccc(N/C=C(/C#N)c2nc(-c3ccc(OC)cc3)cs2)cc1,11,36,-3,4.5,+,+,32*,81*,137*

(list continues)
SMILES	Scp-1 inhibitor	DNMT1 block	Rin1 Abl inh	LMPTP block	Neddylation inh	Rpn11 inh	NadD inh	STEP inh	SUMO1-SIM PPI	CSN inh
C=CCN(C(=O)c1csnn1)C(C(=O)NC1CCCC1)c1cccs1 (stereo not given)	-2	2	2	-0.8	i	i	-4	-4	6	-1
CC1OC(CCc2cccc(Cl)c2)Cc2[nH]c(=S)[nH]c(=O)c21 (stereo not given)	nt	nt	nt	-2.8	i	nt	-7	nt	5	-6
COc1ccc(/C=C/C(=O)N2CCNC(=O)C2)c(OC)c1	2	4	-2	-0.9	i	i	-2	-1	-4	-1
Cc1ccc(S(=O)(=O)Nc2cc(C)c(O)c(S(=O)(=O)c3ccc(C)cc3)c2)cc1	-19	1	-3	1.5	i	i	-3	1	25	-3
O=C(CC1C(=O)NCCN1C(=O)Nc1ccc(F)cc1F)Nc1ccc(F)cc1 (stereo not given)	0	2	-2	-2.0	i	i	-8	0	-2	1
O=c1[nH]cc(COCC(F)CCl)c(=O)[nH]1 (stereo not given)	1	-1	-1	-1.5	i	i	-1	-2	0	8
CCC(C)CCN1C(Nc2ccccc2)=NC[C@@H]1CC(C)C (stereo not given in full)	0	5	-1	-3.6	i	i	-1	3	4	-1
Cn1c2c(c(=O)n(C)c1=O)NC1(N2)C(=O)Nc2ccccc21 (stereo not given)	-10	3	-2	-1.2	i	i	-6	4	-39	-2
O=C1COc2ccc(S(=O)(=O)NCCc3ccc(Cl)cc3)cc2N1	-10	3	1	-0.3	i	i	-3	1	1	-1
COc1ccc2c(C)c(CCC(=O)NC3CC3)c(=O)oc2c1	7	1	-5	-1.1	nt	i	-3	-2	-1	3
CSc1cccc(Nc2ccc(S(=O)(=O)N3CCOCC3)cc2[N+](=O)[O-])c1	-5	-3	-4	2.9	i	i	-7	1	-32	-4
CCCCCC(=O)Nc1cccc(S(=O)(=O)NC2=NCCCCC2)c1	-4	-1	3	-2.0	i	i	2	1	-3	-2
CC(=O)NCc1cc(-c2ccc(Cl)cc2)no1	-1	0	3	-1.0	i	i	3	-2	-2	14
CC(C)(C)NC(=O)C(C1CC1)n1c(=O)c(-c2ccccc2)nc2ccccc21 (stereo not given)	nt	nt	nt	-0.6	nt	nt	nt	nt	-11	3
Cc1c(Cl)cccc1N1C(=O)CC(NNC(=O)c2cccs2)C1=O (stereo not given)	9	-1	-1	0.0	i	i	2	1	-2	3
COc1cc(NC(=O)C2=C(N3CCOCC3)/C(=C\c3ccc(Cl)cc3Cl)CC2)cc(OC)c1OC	1	8	3	1.5	i	i	1	3	-1	-3
CCOC(=O)c1c(S(=O)(=O)N2CCN(c3ccc(F)cc3)CC2)c(C)n(C)c1C	-3	-1	-3	0.9	i	i	0	0	1	3
O=C(OCc1cn([C@@H]2CN(C(=O)c3cccs3)[C@@H](c3ccc(Cl)cc3)C[C@H]2O)nn1)c1ccccc1	nt	-1	-2	0.3	i	i	0	0	1	2
O=C(Nc1ccc(N2CCCC2)c(Cl)c1)c1cccnc1	-10	-6	0	30	i	i	14	0	0	-1
CCN1CCc2c(OCc3ccc(C)cc3)cccc2C1=O	2	1	2	-0.6	i	i	-1	-2	-1	3
COc1ccc(N2CCN(CC(=O)Nc3nc(C)cs3)CC2)cc1	-12	1	2	-0.2	i	i	-1	-2	-5	7
O=C(NCc1ccc2c(c1)OCO2)C1CCN(S(=O)(=O)c2ccc(F)cc2)CC1	-11	2	2	0.6	i	i	-4	-2	1	0
COc1ccc(OCCNC(=O)C(c2ccccc2)c2ccccc2)cc1	-3	-7	0	0.5	i	i	-9	-1	3	-1
CC(=O)NC(C)(c1ccccc1)c1nc(/C=C/c2ccccc2)cs1 (stereo not given)	nt	-9	2	0.8	i	i	-2	-2	-29	0
COc1ccc(CNC2CCCc3ccccc32)cc1OC (stereo not given)	0	7	2	0.0	i	i	-2	-1	-3	-6
CCCCN(C(=O)c1ccc(COc2ccccc2)o1)c1c(N)n(CC(C)C)c(=O)[nH]c1=O	8	-2	4	-0.3	i	i	-3	2	2	-4
CCCOP(=O)(OCCC)C(NC(=O)C(C)(C)C)c1ccccc1 (stereo not given)	1	3	0	-1.4	i	i	4	-1	2	4
COc1ccc(C)cc1-n1nnnc1SCC(=O)NC(=O)NCc1ccco1	46	33	-2	5.7	i	i	9	1	3	5
CCC(=O)Nc1c(-c2ccc(C)cc2)c(=O)c2ccccc2n1C	-3	3	3	-0.8	i	i	-1	-2	4	1
COc1ccc(N2CCN(C(=O)CCN3C(=O)C4C5C=CC(C5)C4C3=O)CC2)cc1 (stereo not given)	-10	1	-2	-1.5	i	i	3	-2	-3	6

2 entries from above, as labelled records:
COc1cc(NC(=O)C2=C(N3CCOCC3)/C(=C\c3ccc(Cl)cc3Cl)CC2)cc(OC)c1OC
  Scp-1 inhibitor = 1; DNMT1 block = 8; Rin1 Abl inh = 3; LMPTP block = 1.5; Neddylation inh = i; Rpn11 inh = i; NadD inh = 1; STEP inh = 3; SUMO1-SIM PPI = -1; CSN inh = -3

COc1ccc(CNC2CCCc3ccccc32)cc1OC (stereo not given)
  Scp-1 inhibitor = 0; DNMT1 block = 7; Rin1 Abl inh = 2; LMPTP block = 0.0; Neddylation inh = i; Rpn11 inh = i; NadD inh = -2; STEP inh = -1; SUMO1-SIM PPI = -3; CSN inh = -6

Going on with the list.
SMILES	Scp-1 inhibitor	DNMT1 block	Rin1 Abl inh	LMPTP block	Neddylation inh	Rpn11 inh	NadD inh	STEP inh	SUMO1-SIM PPI	CSN inh
N#C/C(=C/c1ccc(-c2ccccc2[N+](=O)[O-])o1)C(=O)NCCN1CCCCC1	-10	-2	-5	-2.0	i	i	-2	4	-29	2
O=S(=O)(c1ccccc1)c1nc(-c2ccccc2Cl)oc1NCCCN1CCOCC1	-7	-1	2	-0.4	i	i	-3	0	-4	0
COCCNC(=O)C(OC(=O)c1nsc(Cl)c1Cl)C(C)C (stereo not given)	-4	-1	2	-0.6	i	i	5	0	-2	1
CCCCCC(O)CCCC(=O)O (stereo not given)	-6	1	2	0.5	i	i	5	-1	-3	-2
O=C(N/N=C/c1coc2ccc(Cl)cc2c1=O)c1cc(O)cc(O)c1	-7	-8	1	0.5	i	i	11	-1	7	22
COc1ccc(C(C)=O)cc1COC(=O)c1cc(C)oc1C	-7	-7	1	0.5	i	i	-8	-3	0	1
CCOCCCNC(=O)CN1C(=O)COc2ccc(S(=O)(=O)N3CCOCC3)cc21	-7	2	-3	-1.0	i	i	2	0	-1	3
CC(=O)Nc1ccc(C(=O)OCC(=O)N2CCCC2=O)cc1	-3	3	3	-1.5	i	i	2	2	3	1
O=C(Nc1ccc2nc3n(c(=O)c2c1)CCCCC3)c1ccccc1Cl	-3	3	4	-0.2	i	i	-4	0	4	2
Cc1ccc(C(=O)N/N=C\c2cccs2)cn1	-1	2	-2	-0.8	i	i	6	-1	-8	-2
CC(=O)c1ccc(OCCCC(=O)Nc2ccc(C)c(S(=O)(=O)N3CCOCC3)c2)cc1	-3	-1	0	-0.3	i	i	-7	-2	2	1
CC(=O)n1cc([C@@H]2C=C(C(=O)N3CCN(Cc4ccc5c(c4)OCO5)CC3)O[C@H](OCCCCO)C2)c2ccccc21	-2	-8	1	0.6	i	i	-11	-1	-2	-2
O=C(CSc1nc(-c2ccccc2)nc2c1CCCC2)N1CCOCC1	0	1	6	1.9	i	i	-1	-5	2	3
O=C(Nc1ccc(S(=O)(=O)N2CCOCC2)cc1)C1CC(=O)N(c2ccc(F)cc2)C1 (stereo not given)	-2	-3	3	-0.4	i	i	-7	-5	3	-1
COc1ccccc1N(CN1CCCC1=O)C(=O)COc1ccccc1	-7	5	-4	-0.4	i	i	-2	2	3	-2
CCC(C)CCN1C(N(C)C)=NC[C@@H]1Cc1ccccc1 (stereo not given in full)	14	6	1	0.0	i	i	1	-3	3	0
Cc1ccc(CNc2nc3c([nH]2)c(=O)n(C)c(=O)n3C)cc1	0	0	-1	-1.3	i	i	4	-8	50*	0
CC1(C)CNC(=S)N1Cc1ccccc1	nt	2	-4	-0.8	i	i	-4	0	2	6
Cc1cccc(N(CC(=O)NC2CCCCC2)C(=O)CCC(=O)Nc2nccs2)c1	-6	0	2	-0.8	i	i	-8	0	-1	5

High-throughput results: PubChem BioAssay, several laboratories
